# BAP1 block: inhibitors of BAP1 deubiquitinase, primary screen, biochemical, Ub-AMC fluorescence, kinetic. 0.48% of 72,000 active. recombinant BAP1, Ub-AMC hydrolysis fluorescence kinetic; hits give low values. AID 436, 2006. activity remaining (% of control), % at 20 µM;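 active = activity remaining at or below 50% of control, provided the compound also passes the data quality filters; inactive = the rest, including low values that fail the filters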;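 note: 100% = DMSO wells rate and 0% = substrate alone blank rate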
# Target sequence (Q92560 whole entry, looked up): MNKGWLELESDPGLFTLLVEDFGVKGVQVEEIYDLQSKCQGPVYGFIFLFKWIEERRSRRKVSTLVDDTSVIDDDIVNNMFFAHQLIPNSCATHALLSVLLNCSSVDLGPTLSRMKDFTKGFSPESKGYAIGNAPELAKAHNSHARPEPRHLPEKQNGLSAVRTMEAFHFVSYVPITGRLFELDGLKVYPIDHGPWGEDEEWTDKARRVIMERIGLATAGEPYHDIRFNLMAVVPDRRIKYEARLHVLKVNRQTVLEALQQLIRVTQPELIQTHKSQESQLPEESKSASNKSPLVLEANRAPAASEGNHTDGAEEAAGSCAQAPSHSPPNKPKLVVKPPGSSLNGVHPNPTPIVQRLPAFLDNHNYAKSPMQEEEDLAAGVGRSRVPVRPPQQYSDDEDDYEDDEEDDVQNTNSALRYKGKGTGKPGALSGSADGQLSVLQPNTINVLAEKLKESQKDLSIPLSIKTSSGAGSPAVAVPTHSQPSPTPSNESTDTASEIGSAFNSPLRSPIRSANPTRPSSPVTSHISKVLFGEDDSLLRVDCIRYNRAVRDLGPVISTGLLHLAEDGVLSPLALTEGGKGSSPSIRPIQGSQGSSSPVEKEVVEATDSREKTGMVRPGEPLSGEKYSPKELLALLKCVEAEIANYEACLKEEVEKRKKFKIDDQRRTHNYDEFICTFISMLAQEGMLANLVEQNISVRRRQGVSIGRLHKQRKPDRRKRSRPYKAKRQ
# HePTP inh: inhibitors of human HePTP phosphatase, primary screen, biochemical, absorbance, leukemia target; Tyrosine-protein phosphatase non-receptor type 7 (Homo sapiens), P35236; recombinant HePTP phosphatase activity, OD absorbance; inhibition, % at 20 µM; 0.64% of 110,000 active; in the data active = inhibition above about 50%;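 note: plate controls were vehicle for no effect and reference inhibitor for full effect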
# Target sequence (P35236 whole entry, looked up): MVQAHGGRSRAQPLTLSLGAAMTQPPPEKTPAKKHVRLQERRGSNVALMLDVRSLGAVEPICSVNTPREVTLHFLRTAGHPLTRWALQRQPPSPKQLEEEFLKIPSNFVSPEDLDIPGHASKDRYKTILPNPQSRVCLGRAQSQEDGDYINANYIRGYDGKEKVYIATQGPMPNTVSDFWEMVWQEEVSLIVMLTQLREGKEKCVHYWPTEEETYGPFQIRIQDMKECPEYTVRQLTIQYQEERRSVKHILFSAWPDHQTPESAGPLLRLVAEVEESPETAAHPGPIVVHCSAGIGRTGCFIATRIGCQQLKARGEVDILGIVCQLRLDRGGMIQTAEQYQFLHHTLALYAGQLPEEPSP
# Active calls of the source: *; · = no result given; & = joins results of further samples.
BAP1 block,HePTP inh,molecule
92,12,CCOC(=O)N1CCC(NC(=O)C2CCC(Cn3c(=O)[nH]c4ccccc4c3=O)CC2)CC1 (stereo unspecified)
90,4,c1ccc(N2CCN(c3nnnn3-c3ccccc3)CC2)cc1
95,·,NC[C@H](O)c1ccc(O)c(O)c1
·,2,O=C(Nc1ccccc1O)c1ccc2c(c1)OCCO2
·,5,O=C(/C=C/c1ccc(-c2ccc(Cl)cc2Cl)o1)Nc1ccc(N2CCOCC2)cc1
·,6,CC(C)(C)c1cnnn1-c1ccc(C=O)cc1
91,·,Cc1c(Br)c([N+](=O)[O-])nn1CC(=O)N(C)Cc1ccccc1
92,7,Cc1csc(SCC(=O)Nc2ccccn2)n1
·,1,COc1ccc2ccccc2c1C=Nc1ccccc1
·,-8,O=C(Nc1cccc(C(F)(F)F)c1)c1nn2c(c1Br)NC(c1cccs1)CC2C(F)(F)F (stereo unspecified)

# Following part
BAP1 block,HePTP inh,molecule
162,1,Cc1csc(NC(=O)CSc2nnc(-c3ccncc3)o2)n1
99,-1,O=C(O)c1cccc(N2C(=O)C3CC=C(Cl)CC3C2=O)c1 (stereo unspecified)
·,6,CCOc1ccccc1NC(=O)c1ccccc1[N+](=O)[O-]
93,8,C(=N/n1c2ccccc2c2ccccc21)/c1ccco1
90,5,O=C1CCCc2nc(N3CCN(Cc4ccccc4)CC3)ncc21
·,-10,Brc1ccc2nc(N/N=C/c3ccccc3)nc(-c3ccccc3)c2c1
94,5,CC1(C)C=C(c2ccc(O)cc2)CC(C)(C)N1
·,2,CC(C)Cn1cc(Cl)c(=O)n(CC(C)C)c1=O
·,7,CCOC(=O)C1=C(C)N=c2s/c(=C\c3ccc(O)c(OC)c3)c(=O)n2C1c1ccc(N(C)C)cc1 (stereo unspecified)
·,-12,Oc1ccc(C=NN2CCN(Cc3ccccc3)CC2)cc1

# (list continues)
BAP1 block,HePTP inh,molecule
97,11,Cn1c(SCc2ccc3c(c2)OCO3)nnc1-c1ccccc1
·,-1,Cc1cccc(N2C(=O)C(=O)/C(=C(\O)c3ccccc3)C2c2ccccc2[N+](=O)[O-])c1 (stereo unspecified)
·,-17,c1ccc(-c2nc(N3CCOCC3)nc3ccccc23)cc1
·,-6,CC(=O)Oc1ccc(-c2cccc(C(=O)N3CCCCC3)c2)cc1
·,-1,CSc1nnc2c(n1)OC(c1ccc(-c3ccc([N+](=O)[O-])cc3)o1)Nc1ccccc1-2 (stereo unspecified)
·,3,CCN(CC)c1ccc(NC(=O)C(c2ccccc2)c2ccccc2)cc1
·,4,CCC(CC)C(=O)Nc1ccc(C)c([N+](=O)[O-])c1
99,7,Cc1ccc(CCNC(=O)C2CCCN(S(=O)(=O)c3cnc[nH]3)C2)cc1 (stereo unspecified)
116,-9,O=C1c2ccccc2C(=O)N1c1n[nH]c(CCc2ccccc2)n1
104,6,CN1CCN(C(=O)C2CCN(S(=O)(=O)c3cnc[nH]3)CC2)CC1

# Continuation:
BAP1 block,HePTP inh,molecule
117,9,COc1ccc2c3c(c(=O)oc2c1OCC(=O)C(C)(C)C)CCCC3
67,·,CN(C)c1oc(-c2ccc(Cl)cc2)nc1S(=O)(=O)c1ccc(Cl)cc1
·,4,CCc1cc(=O)oc2cc(OCC(=O)OC(C)C)ccc12
116,9,CCc1cc2c(N3CCN(c4nnc(CC)s4)CC3)ncnc2s1
·,5,N#C/C(C(=O)c1ccccc1)=C1/SC=C(N)N1c1ccccc1
·,8,CC1CN(c2ccc([N+](=O)[O-])cc2)CCN1S(=O)(=O)c1ccccc1 (stereo unspecified)
·,0,CCCOc1ccc(C(=O)Nc2ncc(Cc3cccc(C(F)(F)F)c3)s2)cc1
·,4,C\C(=N/N=C/C=C/c1ccco1)C1C(=O)c2ccccc2C1=O
92,-12,CCC(Sc1nc(-c2ccccc2)cc(=O)[nH]1)C(=O)O (stereo unspecified)
77,4,CCOc1ncccc1C(=O)OCC(=O)N1CC(=O)Nc2ccccc21

# Next part
BAP1 block,HePTP inh,molecule
125,0,CC1(C)CC(=O)C(C=N)=C(O)C1
86,4,C=C(C)COc1ccc(-c2nc(N)ncc2-c2ccc(OC)cc2)c(O)c1
·,7,O=C(CSc1nnc(-c2ccco2)n1-c1ccccc1)c1ccc2c(c1)Cc1ccccc1-2
·,-1,Cc1ccc(-c2ccccc2)n1-c1cccnc1
62,6,CCOC(=O)c1ccc(-n2c(N)c(C(=O)NCc3ccco3)sc2=S)cc1
·,0,O=c1c2c3c(sc2n2c(=S)[nH]nc2n1-c1ccccc1)CCCCC3
66,7,Cc1ccc(Nc2nc(N)nc(CN3CCCCCC3)n2)c(C)c1
·,7,CCOc1ccc(C2=C/C(=C/c3ccc(OC)cc3)C(=O)O2)cc1
·,-4,COc1ccc(C(=O)Nc2ccc(/C=C/C(=O)c3ccccc3)cc2)cc1
106,1,Cc1cc(C)n(-c2nc3c(c(=O)[nH]c(=O)n3C)n2CC(C)C)n1

# A draw from above in order of length of the SMILES, high to low:
BAP1 block,HePTP inh,molecule
106,1,Cc1cc(C)n(-c2nc3c(c(=O)[nH]c(=O)n3C)n2CC(C)C)n1
86,4,C=C(C)COc1ccc(-c2nc(N)ncc2-c2ccc(OC)cc2)c(O)c1
125,0,CC1(C)CC(=O)C(C=N)=C(O)C1

# (listing goes on)
BAP1 block,HePTP inh,molecule
133,14,CCCC1=C(C(=O)OCC)C(c2cc(Cl)cc(OC)c2OCC(=O)OCC)NC(=O)N1 (stereo unspecified)
·,3,O=C1Nc2ccc(S(=O)(=O)Nc3ccc(O)c(-c4c(O)ccc5ccccc45)c3)c3cccc1c23
54,0,CC1(C)CC(=O)c2cc(OCC(=O)NCCCN3CCN(c4ccc(F)cc4)CC3)ccc2O1
·,3,CC(C)(O)C#Cc1ccc(C(=O)NCc2ccccc2)cc1
142,8,CCOC(=O)c1cnc2c(C(=O)OC)cccc2c1NCc1ccco1
65,2,C=CCNc1sc(C(=O)C2CC2)c(N)c1C#N
·,32,Cc1ccc(N2C(=O)/C(=C/c3ccc(OCC(=O)O)c(Br)c3)C(=O)NC2=S)cc1
64,-4,O=C(NC1CCCC1)c1sc(=S)n2c1[nH]c(=O)c1ccccc12
·,6,CN(C)c1ccc(/C=C/C=N/NC(=O)c2ccccc2O)cc1
97,8,COc1ccc(S(=O)(=O)Cc2ccc(C(=O)N3CCN(c4cc(Cl)ccc4C)CC3)o2)cc1

# Next section.
BAP1 block,HePTP inh,molecule
111,-13,CC1(C)CC2CC(C)(CN2CC(=O)C(C#N)c2ccccc2)C1 (stereo unspecified)
165,7,Nc1nnc(CC2=CCCCC2)s1
·,-8,NC(=O)CCSc1ccc(Cl)cc1
102,13,CCOc1ccc(-n2cc(C(=O)N3CCC(C)CC3)c3cc(OC)c(OC)cc3c2=O)cc1
92,4,CCCCn1c2nc3ccccc3nc2c2c(=O)n(CCC(C)C)cnc21
110,2,Cc1c(Br)cc(C(=O)NCCCN2CCOCC2)c(C)c1C
120,6&-6,CCOc1ccc(CNC23CN4CN(CN(C4)C2)C3)cc1
·,6,O=C1C(=Cc2c(NCCO)nc3ccccn3c2=O)SC(=S)N1Cc1ccco1
109,3,CCCCn1c(C(C)NC(=O)CCC)nc2ccccc21 (stereo unspecified)
88,13,O=C(CN1C(=O)CSC1=O)c1ccccc1

# Further records follow:
BAP1 block,HePTP inh,molecule
·,-4,COc1cc2c(cc1NC(=O)CCN1C(=O)c3ccccc3C1=O)oc1ccccc12
·,5,O=C(Nc1ccc2nc(SCCOc3ccccc3)sc2c1)c1ccccc1Cl
·,6,COc1ccc(Br)cc1C(=O)Nc1ccc(NC(=O)c2ccco2)cc1
·,2,O=C(/C=C/c1ccc(Cl)cc1)N1CCN(CCN2C(=O)c3cccc4cccc(c34)C2=O)CC1
·,6,COc1ccc(CC(=O)N2N=C(c3ccc(F)cc3)CC2(O)C(F)(F)F)cc1 (stereo unspecified)
98,7,CN(C)S(=O)(=O)c1ccc(NS(=O)(=O)/C=C/c2ccccc2)cc1
75,3,OC(CN1CCCCC1)CN(c1ccccc1)c1ccccc1 (stereo unspecified)
·,-8,Cc1cc(OCCCCCn2ccnc2)cc(C)c1Cl
·,-12,COc1ccc(CCNC(=O)CCNS(=O)(=O)c2cccc3nsnc23)cc1OC
·,4,Cc1onc(-c2ccccc2)c1C(=O)Nc1cccc(Cl)c1

# A different layout for 5 compounds above.
# The line under a structure holds: BAP1 block | HePTP inh
> O=C(/C=C/c1ccc(Cl)cc1)N1CCN(CCN2C(=O)c3cccc4cccc(c34)C2=O)CC1
  · | 2
> COc1ccc(CC(=O)N2N=C(c3ccc(F)cc3)CC2(O)C(F)(F)F)cc1 (stereo unspecified)
  · | 6
> CN(C)S(=O)(=O)c1ccc(NS(=O)(=O)/C=C/c2ccccc2)cc1
  98 | 7
> OC(CN1CCCCC1)CN(c1ccccc1)c1ccccc1 (stereo unspecified)
  75 | 3
> Cc1cc(OCCCCCn2ccnc2)cc(C)c1Cl
  · | -8

# Following part:
BAP1 block,HePTP inh,molecule
·,0,O=C(O)COc1ccccc1/C=C1/SC(=S)N(NC(=O)c2ccc(Cl)cc2)C1=O
·,8,CCc1c(O)nc(SCC(=O)Nc2ccc(OC)cc2)[nH]c1=O
82,·,Cc1c(NC(=O)CSc2nncc3ccccc23)c(=O)n(-c2ccccc2)n1C
53,·,COc1nc(NS(=O)(=O)c2ccc(C)cc2)nc(C)c1Br
·,-1,CCn1nnnc1-c1ccc(OC)c(S(=O)(=O)Nc2ccc(C)c(C)c2)c1
127,6,Cc1ccc2c(c1)C(O)(CC(=O)c1cccnc1)C(=O)N2 (stereo unspecified)
108,1,CCOCCn1c(N2CCN(c3ccc(OC)cc3)CC2)nc2c1c(=O)n(C)c(=O)n2C
95,-9,O=C(CC1(O)C(=O)Nc2cc(Cl)cc(Cl)c21)c1ccccc1O (stereo unspecified)
114,-1,CN(C(=O)c1ccc(NC(=O)C2CC=CCC2C(=O)O)cc1)c1ccccc1 (stereo unspecified)
·,7,COc1ccc(NC(=O)CN(c2ccc(C)cc2)S(C)(=O)=O)cc1

# (listing goes on)
BAP1 block,HePTP inh,molecule
·,8,Cc1ccc(C(=O)Nc2nc(-c3ccc(F)cc3)cs2)cc1
·,4,Cc1ccc(-n2c(O)c(/C=C3\C=Nc4ccccc43)c(=O)[nH]c2=S)cc1
85,-2,COC(=O)c1ccc(-c2ccc(CNCC(O)c3ccccc3)o2)cc1 (stereo unspecified)
98,6,CCN(CC)c1ccc(NC(=O)Cn2cc3c(n2)CCC(C)C3)c(C)c1 (stereo unspecified)
88,5,CCOc1ccccc1-n1nnnc1SCc1nc2ccccc2s1
102,-3,O=C(NCCc1c[nH]c2ccccc12)C1CCN(c2nnc(N3CCCC3=O)s2)CC1
·,-1,CC1(C)Cc2nc3nc(NN)n(-c4ccccc4)c(=O)c3cc2CO1
·,5,CCCCc1c(C)nc2ccc(OC)cc2c1Cl
96,4,O=C(Sc1nnc(-c2ccccc2)o1)N1c2ccccc2Sc2ccccc21
·,4,Cc1ccccc1NC(=S)NC(=O)c1ccc(Cl)cc1

# Whole records, quoted from the list:
# O=C(Sc1nnc(-c2ccccc2)o1)N1c2ccccc2Sc2ccccc21 is entered as BAP1 block = 96; HePTP inh = 4
# Cc1ccccc1NC(=S)NC(=O)c1ccc(Cl)cc1 is entered as BAP1 block = ·; HePTP inh = 4

# Remaining list, next part:
BAP1 block,HePTP inh,molecule
·,4,COc1ccc(C(=O)N/C(=C/c2ccc(Br)cc2)c2nc3ccccc3[nH]2)cc1
·,14,COc1ccc(NC(=O)CCCOc2ccccc2)c([N+](=O)[O-])c1
85,8,Cc1ccc2c(c1)CCCN2C(=O)Nc1ccc2c(c1)OCO2
86,3,Clc1ccccc1C1CC(c2ccccc2)Nc2ncnn21 (stereo unspecified)
·,1,COc1ccc(NC(=O)c2ccc(NC(C)=O)cc2)c(OC)c1
·,3,N#Cc1c(NC(=O)C2CCCC2)sc2c1CCCCCC2
·,8,Cc1ccccc1NC(=O)C(=O)NCCc1ccc(Cl)cc1
·,-11,O=C1CC(N2CCN(c3cccc(Cl)c3)CC2)C(=O)N1c1cccc(Cl)c1 (stereo unspecified)
89,5,Cc1ccc(N)cc1-n1c(C)ccc1C
72,3,COC(=O)c1[nH]c2ccc(C)cc2c1NC(=O)CN1CCCCC1C (stereo unspecified)

# Further entries
BAP1 block,HePTP inh,molecule
·,6,Cc1ccc2ncnc(Nc3cccc(C(F)(F)F)c3)c2c1
75,9,CON(C)c1nc(Oc2ccc(=O)[nH]n2)nc(N(C)C)n1
·,29,CCCCNC(=O)c1c(N)n(/N=C/c2ccccn2)c2nc3ccccc3nc12
·,-2,N#CCOc1ccccc1/C=N/c1sc2c(c1C#N)CCCC2
·,9,Cc1occc1-c1nnc(SCC(=O)Nc2nccs2)n1CCc1ccccc1
·,-2,CC/C(=N\N1CCN(Cc2ccc(Cl)cc2)CC1)c1ccc(O)cc1
101,7,CC(=O)C1C(c2ccncc2)NC(=O)NC1(O)C(F)(F)F (stereo unspecified)
114,0,CCOC(=O)COc1ccc(Oc2nc(C)cc(OC)n2)nn1
100,7,CCNC(=O)CN(c1ccc(OC)c(OC)c1)S(=O)(=O)c1ccccc1
·,-6,CC(=O)N(C(C)=O)c1nc(-c2ccccc2)c(-c2ccccc2)n1/N=C/c1ccccc1

# (listing goes on)
BAP1 block,HePTP inh,molecule
·,-3,O=C(NC1CCCC1)c1sc2cc(Cl)ccc2c1Cl
·,22,O=C(O)CCN1C(=O)/C(=C/c2cn(-c3ccccc3)nc2-c2ccccc2)SC1=S
92,8,COC(=O)c1cn(CC(=O)NC2CCCCC2)c2ccccc12
·,-4,COc1ccc(C)cc1NC(=O)C(=O)NCc1ccc(C)cc1
72,4,COC(=O)c1ccccc1OCC(=O)NC1CCCCC1
·,9,Cc1ccc(C)c(Nc2nc3ccccc3c3ccccc23)c1
·,3,CC(C)(C)Nc1nc(Nc2ccccc2)nc(Nc2ccccc2)n1
·,-8,Cc1cc(NCc2ccc3c(c2)OCO3)ccc1Br
90,4,O=C(NC1CCCCC1)C(c1ccc(F)cc1)N(Cc1ccco1)C(=O)Cn1nnc2ccccc21 (stereo unspecified)

# Assay outcomes from PubChem BioAssay.

# Random draw from the library; overall some 0.79% were active at least once.
